OX1R antag-1 – antagonists of human orexin 1 receptor (OX1R); Orexin/Hypocretin receptor type 1 (Homo sapiens), O43613; OX1R-expressing cells, FRET antagonist read-out; inhibition, % at 6.6 µM; hit rate 1.8% among 330,000; AID 485270, 2010; in the data active = inhibition mostly above about 38%, no sharp cut-off; inactive = mostly below about 40%;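 also: 0% = agonist challenge alone and 100% = reference antagonist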
Target sequence (O43613 whole entry, looked up): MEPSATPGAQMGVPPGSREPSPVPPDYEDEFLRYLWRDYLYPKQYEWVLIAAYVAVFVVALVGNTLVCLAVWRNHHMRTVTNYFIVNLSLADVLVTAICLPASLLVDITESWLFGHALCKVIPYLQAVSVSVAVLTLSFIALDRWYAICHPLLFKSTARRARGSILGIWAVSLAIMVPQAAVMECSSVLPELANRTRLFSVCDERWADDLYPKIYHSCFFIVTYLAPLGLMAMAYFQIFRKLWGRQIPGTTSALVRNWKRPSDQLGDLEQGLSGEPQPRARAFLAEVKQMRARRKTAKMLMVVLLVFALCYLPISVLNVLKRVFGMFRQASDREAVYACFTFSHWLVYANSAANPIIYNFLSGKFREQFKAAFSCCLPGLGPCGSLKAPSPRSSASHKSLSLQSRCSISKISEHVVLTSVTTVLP
OX1R antag-2 – OX1R (HCRTR1) antagonists, primary screen, fluorescence, CHO/OX1R cells, Fluo-8 calcium, orexin A | Fluo-8 calcium fluorescence | inhibition, % at 5 µM | hit rate 0.43% among 330,000 | AID 434989, 2010;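 active = inhibition above its plate's threshold, mean inhibition of all tested compounds on the plate plus 3 SD, cut at about 37% in these data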;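 also: 0% = orexin A challenge wells and 100% = SB-334867-A antagonist wells; not every result past the cut was called active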
CHT allo act – CHT positive allosteric modulators, primary screen, cell-based, membrane potential dye, choline EC20; High affinity choline transporter 1 (Homo sapiens), Q9GZV3; CHT-expressing cells; hits give high values; LV-AA mutant CHT in HEK293 cells; B-score at 10 µM; hit rate 0.49% among 310,000;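 active = initial fluorescence not abnormally high and integrated response B-score, plate-corrected, over 3 SD above library mean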
Numbers without * were called inactive; i = inactive; nt = no result given.

Preview:
SMILES	OX1R antag-1	OX1R antag-2	CHT allo act
CC1=C(C(=O)Nc2nc3ccccc3s2)C(c2ccco2)C(C#N)=C(SCC(=O)NC2CCCCC2)N1 (centres undefined)	13	-24	i
O=C(c1cccc(NS(=O)(=O)c2cccc([N+](=O)[O-])c2)c1)N1CCOCC1	25	-9	i
O=c1cc(-c2ccc([N+](=O)[O-])cc2)nc2cc(-c3ccc(F)cc3)[nH]n12	5	10	i
COc1ccc(CNC(=O)C2(CC3CC(c4ccccc4)=NO3)CCN(C(=O)C3CCCC3)CC2)cc1 (centres undefined)	15	-29	i

All compounds of this part, repeating the preview:
SMILES	OX1R antag-1	OX1R antag-2	CHT allo act
CC1=C(C(=O)Nc2nc3ccccc3s2)C(c2ccco2)C(C#N)=C(SCC(=O)NC2CCCCC2)N1 (centres undefined)	13	-24	i
O=C(c1cccc(NS(=O)(=O)c2cccc([N+](=O)[O-])c2)c1)N1CCOCC1	25	-9	i
O=c1cc(-c2ccc([N+](=O)[O-])cc2)nc2cc(-c3ccc(F)cc3)[nH]n12	5	10	i
COc1ccc(CNC(=O)C2(CC3CC(c4ccccc4)=NO3)CCN(C(=O)C3CCCC3)CC2)cc1 (centres undefined)	15	-29	i
CC(=O)c1ccc(OC(=O)CN2C(=O)c3ccccc3C2=O)cc1	8	1	i
Cn1nc(C(=O)N2CCc3ccccc3C2)c2ccccc2c1=O	10	-8	i
COc1ccc(NC(=O)CCS(=O)(=O)c2ccc(Cl)cc2)cc1	3	-30	i
COc1ccc(-c2sc3ccc(N4CCOCC4)cc3c2C#CCO)cc1	22	14	nt
C[C@H](CO)N1C[C@H](C)[C@@H](CN(C)S(=O)(=O)c2ccc(F)cc2)Oc2c(NC(=O)Nc3ccc4c(c3)OCO4)cccc2C1=O	7	0	nt
O=C(O)C1NCCc2ccccc21 (centres undefined)	7	-6	i
O=C(Oc1ccc2ccc(=O)oc2c1)c1ccco1	6	-26	i
Cc1cc(C)cc(C(=O)OCC(=O)NCc2cccs2)c1	20	-7	i
C=CCn1c(C)cc(C(=O)COC(=O)c2cncc(Br)c2)c1C	9	-4	nt
CCOC(=O)C1CCN(Cc2ccc(OCc3ccccc3)cc2)CC1	14	-11	i
COc1ccc(S(=O)(=O)n2cnc3ccccc32)cc1	8	6	i
C/C=C/c1ccc(OCC(=O)N(C)CC(=O)Nc2ccc(F)cc2)c(OC)c1	10	-11	i
O=C(NCc1cccs1)C1CCCN1S(=O)(=O)c1ccccc1F (centres undefined)	22	-7	i
CCOc1ccc(S(=O)(=O)N(CC(=O)NC2CCCCC2C)Cc2ccco2)cc1 (centres undefined)	16	-29	i
COCc1ccc(C(=O)N2CCCC(Nc3ccc4c(c3)OCCO4)C2)o1 (centres undefined)	9	-23	i
COC(=O)c1[nH]c2cccc(OC)c2c1NC(=O)CN(C)CC1OCCO1	13	-21	i
COc1ccc(NS(=O)(=O)c2cc(S(C)(=O)=O)ccc2C)cc1	1	-10	i
CCn1nc(C)c(NC(=O)CC23CC4CC(CC(C4)C2)C3)c1C	9	2	i
CCSc1ccc2nnc(-c3cccc(F)c3)n2n1	12	-26	i
O=C1N(CN2CCN(c3cccc(Cl)c3)CC2)c2ccccc2C12OCCCO2	-3	-14	i
COC(=O)[C@]1(Cc2ccccc2)N[C@H](CN(C)C(=O)c2ccc(C(C)(C)C)cc2)[C@@H]2C(=O)N(Cc3ccccc3)C(=O)[C@@H]21	5	-7	nt
COCCNC(=O)C1CC(c2ccccc2C(F)(F)F)=NO1 (centres undefined)	-2	9	i
Cc1nc(SCc2cccnc2)[nH]c(=O)c1C	8	-3	i
COCCCn1c(=O)c2sccc2n(Cc2cc(C(=O)OC)ccc2OC)c1=O	2	-32	i
O=C(Cc1ccccc1)NNC1CC(=O)N(c2ccc(Cl)cc2)C1=O (centres undefined)	-3	-8	i
CS(=O)(=O)NCc1nnc(SCc2c(F)cccc2Cl)o1	17	10	i

By substructure: the entries above containing a nitro group on carbon (2)
SMILES	OX1R antag-1	OX1R antag-2	CHT allo act
O=C(c1cccc(NS(=O)(=O)c2cccc([N+](=O)[O-])c2)c1)N1CCOCC1	25	-9	i
O=c1cc(-c2ccc([N+](=O)[O-])cc2)nc2cc(-c3ccc(F)cc3)[nH]n12	5	10	i

Next part:
SMILES	OX1R antag-1	OX1R antag-2	CHT allo act
CCNc1nc(SCC(=O)Nc2ccc(Cl)c(Cl)c2)nc(N2CCOCC2)n1	6	-38	i
O=C(Nc1ccc(Cl)c(Cl)c1)Nc1cc(C(=O)N2CCOCC2)ccc1N1CCCCC1	10	3	i
O=C(Oc1cccc(/C=N/Nc2nc(Nc3ccccc3)nc(N3CCOCC3)n2)c1)c1ccco1	16	-12	i
CCc1nnc(NC(=O)CSc2nnc(CNC(=O)c3ccccc3F)n2C)s1	10	-13	i
CC#CCCCC(=O)Nc1ccc(C(=O)O)cc1	12	-2	i
Cc1ccc(NC(=O)C2CCCN2C(=O)OCc2ccccc2)c(C)c1 (centres undefined)	17	-15	i
Cc1onc(-c2c(Cl)cccc2Cl)c1C(=O)NCc1cccs1	6	-1	i
c1ccc(OCCSc2nnnn2-c2ccccc2)cc1	22	-24	i
O=C(c1cccc(C(F)(F)F)c1)N1CCCCCC1	6	3	i
Cc1cc(C)nc(NC(=S)Nc2cccc(F)c2)c1	24	8	i
OCc1cn(-c2ccccc2)nc1-c1ccc(-c2nn(-c3ccccc3)cc2CO)cc1	4	-10	i
Cc1ccc(C)c(S(=O)(=O)N2CCCCC2CCNC(=O)C(=O)NCc2ccco2)c1 (centres undefined)	41*	17	i
COc1ccc(C2CC(c3c(-c4ccccc4)c4cc(Cl)ccc4[nH]c3=O)=NN2S(C)(=O)=O)cc1 (centres undefined)	10	-44	i
O=C(CSC1=NS(=O)(=O)c2ccccc2N1)N1CCCCC1	1	1	i
O=C(c1[nH]ncc1-c1cccc(Br)c1)C1CO1 (centres undefined)	3	-11	i
O=C1N/C(=N/O)S/C1=C/c1cccnc1	37	5	i
O=C(O)Cc1ccc(NC(=S)Nc2ccc(Br)cc2Cl)cc1	18	-4	i
Cc1oc(-c2cc(F)cc(F)c2)nc1CN1CCSCC1	8	-19	i
CC(NC(=O)COC(=O)c1ccc[nH]c1=O)c1ccccc1 (centres undefined)	8	-2	nt
CC1=NN(C(=O)c2cccc(Cn3nc(C)c([N+](=O)[O-])c3C)c2)C(O)(C(F)(F)F)C1 (centres undefined)	18	-10	i
CCOC(=O)c1c(C)sc2c1N(C(C)=O)c1cc(Cl)ccc1S2	33	-25	i
O=C(CC1CCCC1)Nc1nc2ccccc2[nH]1	12	-30	i
CC(C)(C)N(CC#CCC(O)(c1ccccc1)c1ccccc1)CCO	0	-8	i
COC(=O)N/N=C/c1cn(Cc2ccccc2F)c2ccccc12	8	-4	i
C=C(C)C(=O)NC1=NN(c2ccccc2)C(=O)C1	14	-11	i
COC(=O)[C@]1(C)N[C@H](CN(C)S(=O)(=O)c2ccc(OC)cc2)[C@@H]2C(=O)N(C)C(=O)[C@@H]21	0	-18	nt
Cc1ccc(CNC(=O)c2cc(-c3cc(C)cc(C)c3O)n[nH]2)cc1	5	-22	i
COc1ccc(OCC(=O)NCCCN2CCOCC2)cc1	9	-16	i
CCOC(=O)C1C(=O)NC(c2ccccc2)=NC1c1ccc(Br)cc1 (centres undefined)	14	-1	i
Cc1ccc(C(=O)CSc2nc3cccnc3n2C)cc1	43	-17	i
CC(C)(C)S(=O)(=O)c1ccsc1C(=O)O	-5	-10	i
O=C(NCCc1c[nH]c2ccccc12)C(F)(F)C(F)F	-2	3	i
Cc1nc2ccc(F)cc2cc1C(=O)Nc1ccc(Cl)c(Cl)c1	13	-1	i
Cc1nc2ccccn2c1/C(O)=C1\C(=O)C(=O)N(CCN(C)C)C1c1ccco1 (centres undefined)	19	-15	i
CC(=O)N1c2ccc(S(=O)(=O)N3CCCC(C(=O)Nc4cccc(F)c4)C3)cc2CC1C (centres undefined)	12	-26	i
O=C(CNC(=O)c1ccc2c(c1)OCO2)Nc1ncccc1O	16	-8	i
Cc1ccc2[nH]c3nc(SCCN4CCOCC4)nnc3c2c1	18	-8	i
Cc1cccc(C(=O)NCCCNC(=O)c2ccco2)c1	5	-12	i
CC(C)c1ccc(S(=O)(=O)N2CCN(C(=O)C3CCN(C(=O)c4ccc(F)cc4)CC3)CC2)cc1	12	-20	i
COc1ccccc1N=Nc1c(C)[nH]n(-c2ccccc2)c1=O	5	-11	i
Cc1cc(C(=O)Cn2c(CO)nc3ccccc32)c(C)n1C	7	-11	i
Cc1ccccc1C(=O)N=c1sccn1C	-7	1	i
O=C(Nc1ccc(Cl)c(C(=O)N2CCOCC2)c1)c1ccccc1	31	-11	i
COc1ccc(NC(=O)CCS(=O)(=O)c2ccc3c(c2)CCCN3C(C)=O)cc1	24	-17	i
N/C(=N\OC(=O)c1ccccc1[N+](=O)[O-])c1cccnc1	30	0	i
CCc1ccc(NC(=S)N(CCN(C)C)C(C)c2ccncc2)cc1 (centres undefined)	8	-18	i
CSCCC(NC(=O)c1ccco1)c1nc2ccccc2[nH]1 (centres undefined)	7	-4	i
Cn1c(CCCOc2ccc(Cl)cc2Cl)nnc1SCC(=O)Nc1nccs1	14	38	i
COc1ccc(C2CC(=O)Oc3c(C(C)C)ccc(C)c32)cc1 (centres undefined)	4	-9	nt
COC(=O)c1cc2ccsc2n1Cc1ccccc1F	14	-30	i

A second format for some results above.
COc1ccc(NC(=O)CCS(=O)(=O)c2ccc3c(c2)CCCN3C(C)=O)cc1
  OX1R antag-1 = 24; OX1R antag-2 = -17; CHT allo act = i
Cc1cc(C(=O)Cn2c(CO)nc3ccccc32)c(C)n1C
  OX1R antag-1 = 7; OX1R antag-2 = -11; CHT allo act = i
N/C(=N\OC(=O)c1ccccc1[N+](=O)[O-])c1cccnc1
  OX1R antag-1 = 30; OX1R antag-2 = 0; CHT allo act = i
Cn1c(CCCOc2ccc(Cl)cc2Cl)nnc1SCC(=O)Nc1nccs1
  OX1R antag-1 = 14; OX1R antag-2 = 38; CHT allo act = i

The list goes on:
SMILES	OX1R antag-1	OX1R antag-2	CHT allo act
Cc1occc1C(=O)Nc1sccc1C(N)=O	21	-6	i
CCOc1ncccc1C(=O)Nc1nnc(C2CC2)s1	74*	9	i
CN1CCN(CCC(=O)Nc2ccccc2Cl)CC1	4	-11	i
CC(=O)N(C(C)=O)S(=O)(=O)c1ccc(N=NN2CCCCC2)cc1	4	-3	i
COc1ccc(/C=N/NC(=O)CC(=O)NCCc2ccccc2)cc1OC	18	-14	i
COc1ccc(NC(=O)CN(C)CC(=O)Nc2cccc(S(=O)(=O)N(C)c3ccccc3)c2)cc1	15	-50	i
Cc1ccc(C(=O)Nc2nnc(CC(=O)N/N=C/c3ccc(O)c(O)c3)s2)cc1	13	-12	i
Cc1ccc(C(CCN(Cc2ccccc2)C(=O)c2ccco2)c2ccco2)cc1 (centres undefined)	17	-38	i

7 successive compounds out of the list so far, quoted:
SMILES	OX1R antag-1	OX1R antag-2	CHT allo act
Cc1nc2ccc(F)cc2cc1C(=O)Nc1ccc(Cl)c(Cl)c1	13	-1	i
Cc1nc2ccccn2c1/C(O)=C1\C(=O)C(=O)N(CCN(C)C)C1c1ccco1 (centres undefined)	19	-15	i
CC(=O)N1c2ccc(S(=O)(=O)N3CCCC(C(=O)Nc4cccc(F)c4)C3)cc2CC1C (centres undefined)	12	-26	i
O=C(CNC(=O)c1ccc2c(c1)OCO2)Nc1ncccc1O	16	-8	i
Cc1ccc2[nH]c3nc(SCCN4CCOCC4)nnc3c2c1	18	-8	i
Cc1cccc(C(=O)NCCCNC(=O)c2ccco2)c1	5	-12	i
CC(C)c1ccc(S(=O)(=O)N2CCN(C(=O)C3CCN(C(=O)c4ccc(F)cc4)CC3)CC2)cc1	12	-20	i
